GPR151 ag: activators of human GPR151, primary screen, cell-based, PathHunter beta-arrestin, luminescence. 1% of 650,000 active. G-protein coupled receptor 151 (Homo sapiens), Q8TDV0. PathHunter beta-arrestin GPR151 cells. activation, % at 11.2 µM; in the data active means activation above about 4.9%;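 further: 0% = median of compound wells and 100% = cells with positive control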
Target sequence (Q8TDV0 whole entry, looked up): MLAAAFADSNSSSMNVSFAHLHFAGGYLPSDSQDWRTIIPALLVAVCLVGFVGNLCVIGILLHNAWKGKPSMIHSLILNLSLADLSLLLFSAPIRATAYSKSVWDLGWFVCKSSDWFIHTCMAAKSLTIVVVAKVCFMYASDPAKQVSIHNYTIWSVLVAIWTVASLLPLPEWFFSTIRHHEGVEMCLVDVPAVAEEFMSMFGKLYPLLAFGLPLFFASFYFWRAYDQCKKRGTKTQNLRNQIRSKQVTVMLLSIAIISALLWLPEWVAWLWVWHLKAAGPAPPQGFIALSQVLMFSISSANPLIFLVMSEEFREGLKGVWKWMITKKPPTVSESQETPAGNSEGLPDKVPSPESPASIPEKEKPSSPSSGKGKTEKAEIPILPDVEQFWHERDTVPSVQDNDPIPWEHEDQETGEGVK
FBW7 activator: FBW7 E3 ligase activators, primary screen, biochemical, AlphaScreen, human. normalized activity (activation), % at 26.1 µM. F-box/WD repeat-containing protein 7 (Homo sapiens), Q969H0. AlphaScreen FBW7–phospho-cyclin E peptide binding, activator screen. AID 1259310, 2017. 0.13% of 650,000 active; in the data active means normalized activity above about 1.9%;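 further: purified mutant Fbw7 with reduced substrate affinity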
MITF primary: MITF inhibitors, primary screen, biochemical, AlphaScreen, human | Microphthalmia-associated transcription factor (Homo sapiens), O75030 | AlphaScreen MITF homodimerization, bead proximity signal | inhibition, % at 2.6 µM | 0.91% of 650,000 active | AID 1259374, 2018; in the data active means inhibition above about 50%;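 further: 0% = vehicle wells with protein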
Target sequence (O75030 whole entry, looked up): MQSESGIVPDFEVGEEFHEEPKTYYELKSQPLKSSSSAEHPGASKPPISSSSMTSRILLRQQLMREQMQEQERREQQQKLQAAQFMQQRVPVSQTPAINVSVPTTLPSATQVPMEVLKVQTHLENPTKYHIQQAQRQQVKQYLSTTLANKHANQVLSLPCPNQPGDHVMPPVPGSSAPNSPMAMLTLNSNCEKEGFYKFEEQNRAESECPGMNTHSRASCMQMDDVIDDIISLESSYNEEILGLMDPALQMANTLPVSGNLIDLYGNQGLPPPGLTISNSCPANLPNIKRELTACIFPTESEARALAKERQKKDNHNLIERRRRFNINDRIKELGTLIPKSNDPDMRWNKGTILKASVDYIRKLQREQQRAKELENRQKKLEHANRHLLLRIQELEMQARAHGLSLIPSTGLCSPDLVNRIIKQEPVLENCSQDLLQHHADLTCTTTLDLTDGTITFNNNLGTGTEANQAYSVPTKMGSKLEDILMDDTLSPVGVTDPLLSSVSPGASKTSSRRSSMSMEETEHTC
TEAD-YAP inh: TEAD-YAP interaction inhibition, primary screen, TEAD-YAP interaction inhibitor project, luminescence, HEK-TIYL cells. TEAD-Gal4/YAP UAS-luciferase luminescence. inhibition, % at 9.12 µM. 1.4% of 640,000 active; in the data active means inhibition above about 32%;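 further: 0% = median of test compound wells and 100% = reference inhibitor wells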
Numbers without * were called inactive; . = no result given. Not a hit list. Share with any hit: about 3.5%.

Compound	GPR151 ag	FBW7 activator	MITF primary	TEAD-YAP inh
Nc1c(C(=O)OCc2ccccc2)sc2nc3c(c(-c4cccs4)c12)CCCC3	-1.4	0.1	0	0
Cc1cccc(N(CC(=O)NC2CCCCC2)S(=O)(=O)c2ccccc2)c1C	-0.4	-0.1	-7	-3
O=C1/C(=C/c2ccc3c(c2)OCO3)SC(=NCc2ccccc2)N1Cc1ccccc1	0.3	0.1	4	5
COc1cc(N2CCN(S(=O)(=O)c3ccc4ccccc4c3)CC2)ccc1[N+](=O)[O-]	0.0	0.1	14	8
COc1ccc(NC(=O)CN2CCC(n3cnc4cccnc43)CC2)cc1	-0.2	1.0	11	-4
Cc1ncn(-c2ccc(Nc3nccc(-c4noc(C)c4I)n3)cc2)n1	-1.8	0.2	-6	-10
O=C(NCc1nc2ccccc2[nH]1)c1cnc(Nc2ccc3ncccc3c2)s1	0.8	0.1	-7	-16
O=[N+]([O-])c1cccc(NC2=NCCC2)c1	-0.3	0.0	8	-2
O=C(Nc1c2c(nn1-c1ccc(F)cc1)CS(=O)(=O)C2)c1cc([N+](=O)[O-])ccc1Cl	-1.3	0.0	6	0
Cn1c(=O)c2c(nc(N3CCc4ccccc4C3)n2Cc2ccc(Cl)cc2Cl)n(C)c1=O	-1.5	0.0	29	-3
COc1ccccc1CC(=O)Nc1cnc2cnc(-c3cccc(N)c3)cn12	0.7	0.2	13	13
CCCn1c(SCC(=O)Nc2ccc(N(C)C)cc2)nnc1C(C)C	-0.7	0.3	2	13
O=C1C=C[C@@H](O)[C@@H]2[C@@H]3C(=O)N(Cc4ccc5c(c4)OCO5)C(=O)[C@@H]3CC[C@@H]12	0.3	0.0	9	.
Cc1cc(-c2cnc(N3CCCCC3)nc2C2CCN(C(=O)c3cnccn3)CC2)on1	2.3	0.0	-19	-10
O=C(Cc1cccc2ccccc12)Nc1ccccc1F	-1.2	-0.1	1	-31
CC(C)(C)CNc1ccc(-c2cccnc2)cn1	0.5	0.0	-2	-108
CCOC1(OCC)N=C(N)C2(C#N)C(c3cccc(C(F)(F)F)c3)C12C#N (stereo unspecified)	1.6	0.2	10	-5
c1ccc(-c2nc(Nc3ncccn3)cc(-c3ccccn3)n2)cc1	-0.1	0.0	5	3
CC1CCCCC1NC(=O)C1(S(=O)(=O)c2ccc(Cl)cc2)CC1 (stereo unspecified)	1.5	-0.1	-6	6
O=C(Nc1nc(-c2cc3ccccc3oc2=O)cs1)c1ccc(F)cc1	0.6	-0.1	0	0
CCCc1cc2nnc(SCC(=O)N3c4ccccc4CC3C)n2c(N)n1 (stereo unspecified)	1.9	0.2	13	-2
CCCCCn1c(-c2ccccc2)nc2ccccc21	0.0	0.2	-7	3
CC(C(=O)Nc1ccc(S(=O)(=O)N2CCCC2)cc1)N1CCN(c2ccccn2)CC1 (stereo unspecified)	2.3	0.3	2	5
Cc1ccc(Cn2c(=O)[nH]c3cccnc3c2=O)cc1	-1.6	0.1	15	-7
Cc1cccc(C)c1NCCNc1c(C)cccc1C	-0.9	-0.1	-7	-6
COc1cc(NC(=O)c2ccnc(N3CCN(Cc4ccc5c(c4)OCO5)CC3)c2)cc(OC)c1OC	2.3	0.4	2	-5
Cn1c(=O)c2c(nc3n2Cc2c(Cl)cccc2N3CCNC(=O)C2CCC2)n(C)c1=O	-1.1	0.1	10	-2
CCOC(=O)CCCNc1ncnc2sc3c(c12)CCCC3	1.1	0.3	-4	-6
COc1ccccc1/C=C/C(=O)NC1CC2CCC1C2 (stereo unspecified)	-1.6	0.8	8	-60
O=C(Cc1ccc(Cl)cc1)NC(=S)Nc1nc(-c2ccccc2)cs1	1.2	0.0	2	-12

A few values from the entries so far.
`c1ccc(-c2nc(Nc3ncccn3)cc(-c3ccccn3)n2)cc1` | GPR151 ag = -0.1
`CCCCCn1c(-c2ccccc2)nc2ccccc21` | MITF primary = -7

(cont.)
Compound	GPR151 ag	FBW7 activator	MITF primary	TEAD-YAP inh
CCOC(=O)c1cccc(NC(=O)c2c(Cl)ccc(Cl)c2OC)c1	-0.6	0.0	16	3
CC1=C(C(=O)OC2CCCC2)C(c2cccc(Cl)c2)NC(=O)N1 (stereo unspecified)	-1.7	1.2	12	0
Cn1c(=O)c2c(SCC#N)nc(C3CCCCC3)nc2n(C)c1=O	-1.5	0.0	19	-13
O=C(Nc1ccccc1S)c1cc2c(ccc3ccccc32)oc1=O	0.9	0.3	15	0
O=C(Cn1nnc2ccccc21)c1ccc(Br)cc1	-0.4	-0.1	2	-46
Cc1cc(NC(=O)CSc2nnnn2C)ccc1Br	0.3	0.0	4	-2
CCOc1ccc(C2NC(=O)Cc3cc(OC)c(OC)cc32)cc1 (stereo unspecified)	0.2	0.0	2	-1
CCC(=O)Nc1ccc2nc3c(=O)n(C4CCCCCC4)c(=O)[nH]c3nc2c1	-1.0	0.1	20	0
COc1ccc(OC)c(N2CC(O)(c3cccs3)[N+]3=C2SCCC3)c1 (stereo unspecified)	-1.3	0.3	5	13
Cc1ccc(C(=O)Nc2ccc(S(=O)(=O)N3CCC(C)CC3)cc2)cc1	0.9	0.2	18	2
COc1cc(C(=O)Nc2nnc(-c3ccco3)o2)cc(OC)c1OC	2.8	-0.1	-2	-9
CCCCNc1ncnc2c1cnn2-c1ccc(C)cc1	-1.2	0.3	11	-49
CCC(C)N1C(=O)C(=O)N(C2CCCCC2)C1=O (stereo unspecified)	0.7	0.0	-7	2
Cc1cnc(NCc2cccnc2)nc1NCCO	-1.4	0.1	26	-3
Cc1ccnc(N2CCC(C(=O)Nc3cc(Cl)ccc3C)CC2)n1	3.0	0.5	2	-3
CC1(C)CC(=O)c2cc(C(=O)Nc3ccc(Cl)cc3)c(=O)n(-c3ccccc3)c2C1	-0.4	0.1	9	10
O=C(CCCc1ccccc1)Nc1nnc(C2CC2)s1	-1.4	0.1	9	6
COc1ccc(Cl)cc1NCC(O)Cn1nnnc1-c1ccccc1 (stereo unspecified)	1.4	0.3	-3	1
COC(=O)c1ccc(CN2C(=O)CSC2=O)cc1	0.3	0.3	13	10
Cc1ccc(N2CCN(S(=O)(=O)c3cc(C(=O)Nc4ccc(Oc5ccccc5)cc4)ccc3F)CC2C)cc1 (stereo unspecified)	1.8	0.0	-2	22
CCc1c(C)nc2ncnn2c1N1CCC(C(=O)Nc2ccc(OC)cc2)CC1	2.2	0.2	9	-2
CC(=O)Nc1ccc(Nc2nc3nonc3nc2Nc2ccc(Br)cc2)cc1	1.8	-0.5	0	15
COc1ccccc1-c1nc2s/c(=C/c3cccc(OC)c3OC)c(=O)n2n1	0.2	0.1	-12	-5
CCCN1Cc2occc2/C(=C\CCO)[C@H]1c1cccc(Cl)c1	0.2	0.0	0	-7
O=C(O)c1ccc(/C=N/n2c(-c3ccncc3)n[nH]c2=S)cc1	1.8	-0.1	-14	-8
CC(C)(C)n1nc2c(c1NC(=O)c1cc(Br)ccc1Cl)CSC2	2.7	-0.1	-10	5
CN(CC(=O)Nc1ccc2c(c1)CCC2)CC(=O)Nc1ccccc1Br	-1.4	0.4	8	-9
O=C(Cn1cnc2sc3c(c2c1=O)CCCC3)NCC(=O)Nc1ccc(F)cc1	0.6	0.0	0	3
CCOC(=O)c1ccc(CN(Cc2ccc(OC)cc2)S(=O)(=O)c2ccc([N+](=O)[O-])cc2)cc1	0.2	0.4	15	13
C/C(N)=C(/C#N)C(=O)COC(=O)[C@@H](NC(=O)c1ccccc1Cl)C(C)C	2.0	0.1	0	2
CN(C)c1ccc(C(=O)OCC(=O)NC(=O)Nc2ccc3c(c2)OCCO3)cc1	1.7	-0.6	-8	-4
Cc1cccc(Nc2nc(-c3ccc(Cl)cc3)nc3ccccc23)c1	-1.4	-0.2	1	-6
Cc1ccc(NC(=O)COc2ccc(C(=O)NCc3ccccc3)cc2)cc1	-0.3	0.5	13	1
O=C(CCSc1ccc(F)cc1)Nc1nc2ccc(F)cc2s1	-0.3	0.2	11	7
COc1cc(C(=S)N2CCCCC2)cc(Br)c1OC	1.4	-0.5	-5	1
CCn1c(-c2ccc(C3CCCCC3)cc2)csc1=Nc1ccc(Cl)cc1	-1.6	0.1	7	-4
CCCCCN1C(=O)C(O)(c2c(C)nn(CCO)c2N)c2ccccc21 (stereo unspecified)	1.4	-0.1	9	11
CCc1nc(CN2CCCC(C(=O)c3ccc(OC)cc3OC)C2)c(C)[nH]1 (stereo unspecified)	-1.2	0.1	-1	3
Cc1nn(C(=O)c2cccs2)c(C)c1Sc1ccccc1	-0.8	0.4	1	-4
CSCC(C)N1CCC(n2nccc2NC(=O)CC(C)C)CC1 (stereo unspecified)	0.1	-0.1	4	2
Cc1ccc(CN2CCC(CO)(CCCc3ccccc3)CC2)o1	0.0	-0.1	3	-3
O=[N+]([O-])c1cccc(C=Nc2cccc(-c3cnc[nH]3)c2)c1	-0.2	0.4	23	-5
Cc1cc(C)nc(NC(=O)C2CCCCC2)c1	1.2	0.0	1	11
CC(=O)Nc1ccc(Nc2nc(N3CCOCC3)nc(N3CCOCC3)n2)cc1	-1.0	0.0	7	-5
Cc1nc(NC2=NCN(Cc3ccccc3)CN2)nc2ccccc12	-0.2	0.6	5	2
C/C=C(\C)c1nnc(NC(=O)c2ccco2)s1	1.2	-0.1	-1	-31
Cn1c(=O)c(=O)n(C)c2cc(S(=O)(=O)CCC(=O)NC3CCCCCC3)ccc21	-0.4	0.8	13	5
Cc1cc(C)c2c(c1)cc(C)c1nn(Cc3ccncc3)c(=O)n12	-0.6	-0.1	-11	-13
COc1ccc2nc(N(Cc3ccccn3)C(=O)c3cc(C)on3)sc2c1	-1.6	0.7	13	-38
O=C(CCS(=O)(=O)c1ccccc1)Nc1ccc(-c2nc3ccccc3o2)c(O)c1	-1.5	-0.1	8	-26
O=C(Cc1ccsc1)OCc1cc(=O)oc2ccc3ccccc3c12	-0.3	0.0	6	2
Cc1ccn2c(=O)nc(SCc3ccc(Br)cc3)nc2c1	3.7	-0.1	-12	1
CN1CCN(CC(O)COc2ccc(C(=O)O)cc2)CC1 (stereo unspecified)	0.9	0.0	0	1
CCCc1sc2ncnc(NN)c2c1C	-1.3	-0.2	-10	-18
COc1ccc(N2CCN(c3cc(N4CCNCC4)ccc3[N+](=O)[O-])CC2)cc1	0.5	-0.2	2	-8
CC1(C)C2(C(=O)O)C(=O)NC(=O)C12C(=O)O (stereo unspecified)	0.5	0.1	-8	3
CCOC(=O)c1ccccc1NC(=O)CNC(=O)Cn1cnc2ccccc2c1=O	2.3	0.2	-7	10
CCNc1nc(NCc2ccccc2)c2[nH]cnc2n1	2.5	0.0	5	-1

4 compounds picked at random from those above, as already listed:
Compound	GPR151 ag	FBW7 activator	MITF primary	TEAD-YAP inh
C/C=C(\C)c1nnc(NC(=O)c2ccco2)s1	1.2	-0.1	-1	-31
CCOC(=O)c1ccccc1NC(=O)CNC(=O)Cn1cnc2ccccc2c1=O	2.3	0.2	-7	10
Cc1ccn2c(=O)nc(SCc3ccc(Br)cc3)nc2c1	3.7	-0.1	-12	1
CN1CCN(CC(O)COc2ccc(C(=O)O)cc2)CC1 (stereo unspecified)	0.9	0.0	0	1

One compound at a time, from the list above. Screens in order: GPR151 ag	FBW7 activator	MITF primary	TEAD-YAP inh
Listed for O=C(CCS(=O)(=O)c1ccccc1)Nc1ccc(-c2nc3ccccc3o2)c(O)c1 = -1.5	-0.1	8	-26
Listed for COc1ccc(N2CCN(c3cc(N4CCNCC4)ccc3[N+](=O)[O-])CC2)cc1 = 0.5	-0.2	2	-8

Screens as filed in PubChem BioAssay.
